# SUMO Mot1 rescue: SUMOylation pathway inhibition by Mot1-301 growth rescue. AID 2716. growth rescue, % at 18.8 µM. 1% of 320,000 active. S. cerevisiae Mot1-301 growth rescue, ATP luminescence, 38.5C; percent above DMSO median, 100 means doubled;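 active = every valid replicate shows activation above 250% relative to neutral control wells; inactive = the rest, any valid replicate at or below 250%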;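 note: OY570 slx delta 5 strain wells were the positive control but not used for scaling; some compounds called inactive have numbers as strong as hits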
# HTR5A inv ag: HTR5A inverse agonism, opioid heterodimer counter-screen; inhibition, % at 9.3 µM; 0.083% of 340,000 active; HTR5A cell line, luminescence; P47898; in the data active = inhibition mostly above about 23%, no sharp cut-off; inactive = mostly below about 18%;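 note: 0% = cells with DMSO and 100% = no-cell wells with DMSO; some compounds called inactive have numbers as strong as hits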
# PKA-R2B act: activates the human PKA-R2B holoenzyme complex; P22694+P31323; PKA-R2B holoenzyme dissociation, Cy5-IP20 fluorescence polarization; R2B truncated from residue 108, S112A mutant; 0% DMSO only, 100% 113 µM cGMP; activation, % at 11.4 µM; 0.079% of 340,000 active; AID 504700;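 active = activation above a cutoff set at the mean over all compounds plus 3 SD, cut at about 18% in these data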;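 note: higher means more holoenzyme dissociation and a rise in polarization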
# AddAB inh: less growth of phage-infected E. coli with AddAB; E. coli expressing H. pylori AddAB, absorbance growth; inhibition, % at 11.9 µM; 0.29% of 330,000 active; AID 435030; in the data active = inhibition above about 12%;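 note: 0% = vehicle wells of infected cells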
# Tat transport: E. coli Tat transport inhibition. E. coli MC4100 TorA-mCherry Tat export, fluorescence. inhibition, % at 10 µM. 0.036% of 340,000 active. AID 488895;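 active = mean replicate inhibition at least 50% and at least half of replicates individually reaching 50%; inconclusive = only one of the two criteria met; inactive = neither criterion met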;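 note: exported cargo escapes ClpAP degradation while cytoplasmic cargo is degraded and loses fluorescence; 0% = median of neutral control wells and 100% = median of NaSCN control wells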
# PKA-R1A act: activates the PKA-R1A holoenzyme complex. P00514+P68181. PKA-R1A dissociation, Cy5-IP20 fluorescence polarization; scaled: DMSO 0%, 113 µM cGMP 100%. activation, % at 11.4 µM. 0.083% of 340,000 active;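 active = percent activation above the mean of all tested compounds plus 3 SD, cut at about 19% in these data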;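 note: higher means more PKAc released from R1A so a rise in polarization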
# PfHsp90 yeast 2: reduces growth (ATP signal) of yeast expressing P. falciparum Hsp90 | S. cerevisiae expressing PfHsp90, BacTiter-Glo ATP, 48 h; yeast lacking PDR1 and PDR3 efflux regulators | inhibition, % at 9.4 µM | 0.32% of 310,000 active;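 active = every replicate shows inhibition above about 80%, whatever the replicate mean, limit read from the data; inconclusive = mean inhibition reaches the set limit but some replicate falls short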;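 note: 0% = DMSO neutral controls and 100% = 20 µM radicicol positive controls; yeast relying on Plasmodium falciparum Hsp90 in place of its own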
# MOR-DOR inv ag: inverse agonists of human mu-delta opioid receptor heterodimerization; cell-based MOR-DOR heterodimer luminescence, inverse agonism; 0.21% of 340,000 active; AID 504357; inhibition, % at 9.3 µM; in the data active = inhibition above about 22%, passing the limit was not always enough;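 note: 0% = cells with DMSO and 100% = wells without cells with DMSO; values of inactives mirror those of a sister screen read the other way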
# Target sequence (P35372 whole entry, looked up): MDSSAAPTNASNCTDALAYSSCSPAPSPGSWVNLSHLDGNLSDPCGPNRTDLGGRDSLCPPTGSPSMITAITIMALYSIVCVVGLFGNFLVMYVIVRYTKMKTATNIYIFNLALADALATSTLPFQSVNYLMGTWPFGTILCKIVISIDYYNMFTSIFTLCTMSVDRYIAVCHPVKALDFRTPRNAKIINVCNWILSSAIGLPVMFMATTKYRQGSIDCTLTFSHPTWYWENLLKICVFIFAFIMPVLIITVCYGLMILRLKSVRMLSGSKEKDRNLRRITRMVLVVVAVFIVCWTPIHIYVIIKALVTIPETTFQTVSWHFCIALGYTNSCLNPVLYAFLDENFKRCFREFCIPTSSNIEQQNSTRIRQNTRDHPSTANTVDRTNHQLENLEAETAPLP
# Target sequence (P41143 whole entry, looked up): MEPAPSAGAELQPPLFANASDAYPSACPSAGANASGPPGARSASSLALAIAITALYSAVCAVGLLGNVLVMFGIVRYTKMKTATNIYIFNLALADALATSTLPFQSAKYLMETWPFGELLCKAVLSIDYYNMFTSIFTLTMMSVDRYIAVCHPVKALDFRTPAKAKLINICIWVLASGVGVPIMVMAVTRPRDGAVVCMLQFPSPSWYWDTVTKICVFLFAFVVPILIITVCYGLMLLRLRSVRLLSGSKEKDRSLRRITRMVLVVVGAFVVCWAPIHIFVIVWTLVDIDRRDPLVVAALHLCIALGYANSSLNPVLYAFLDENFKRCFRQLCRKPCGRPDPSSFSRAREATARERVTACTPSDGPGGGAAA
# phage Ecoli inh: E. coli growth loss with phage present; growth absorbance; inhibition, % at 11.9 µM; 0.26% of 360,000 active; AID 651602; in the data active = inhibition above about 11%
# OPRM1-OPRD1 ag: agonists of human mu-delta opioid receptor heterodimerization; P35372+P41143; cells, OPRM1-OPRD1 heterodimerization, luminescence; activation, % at 9.3 µM; 0.3% of 340,000 active; AID 504326; in the data active = activation above about 18%;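 note: 0% = vehicle-treated cells and 100% = reference agonist; values of inactives mirror those of a sister screen read the other way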
# E coli growth: bacterial growth inhibition, counter-screen for AddAB inhibitors; E. coli V3065 growth, OD600 absorbance, 18 h; inhibition, % at 11.9 µM; 0.27% of 330,000 active; AID 449728;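 active = inhibition above the campaign's mean inhibition across all tested compounds plus 3 SD, cut at about 9.9% in these data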;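 note: uninfected addAB+ strain grown without phage in ampicillin broth; 0% = DMSO wells and 100% = ciprofloxacin 0.95 µg/ml wells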
# * = called active by the depositor; ? = inconclusive; · = not tested or not shown.
1: CCOC(=O)C1=C(C)N(Cc2ccccc2)C(=O)NC1c1ccc(OC)cc1 (stereo not given)
2: COc1ccc(Cc2nnc(NC(=O)c3cccc(C)c3)s2)cc1
3: COc1cccc2c3cccc(OC)c3c3[nH]cnc3c12
4: CC(=O)Nc1ccc(S(=O)(=O)N2CCN(c3ccc([N+](=O)[O-])c(NCCN4CCOCC4)c3)CC2)cc1
5: O=C(Cc1cccs1)Nc1nnc(SCc2ccc(F)cc2)s1
6: COc1ccc(C(=O)NCC(C)(C)CNC(=O)c2ccc(OC)c(OC)c2)cc1OC
7: CCOC(=O)C1=C(Nc2ccccc2)OCC1=O
8: CCOC(=O)C1=C(C)NC(SCc2cc(=O)[nH][nH]2)=C(C#N)C1c1cccs1 (stereo not given)
Assay by compound	1	2	3	4	5	6	7	8
SUMO Mot1 rescue	·	8	·	13	-1	-7	11	20
HTR5A inv ag	4	-9	-21	32	2	-13	4	-13
PKA-R2B act	1	-10	-5	-2	-9	2	-1	-4
AddAB inh	0.0	-0.2	·	0.7	2.4	1.2	-0.8	1.4
Tat transport	-2	8	1	-3	-2	-10	-7	3
PKA-R1A act	1	-8	7	8	-10	-6	-8	3
PfHsp90 yeast 2	28	-38	0	-8	9	-1	6	-45
MOR-DOR inv ag	2	-15	-1	5	-15	1	17	6
phage Ecoli inh	2.8	1.8	-1.9	3.0	-2.7	0.6	-0.6	3.0
OPRM1-OPRD1 ag	-0.3	2.7	0.3	-0.9	3.0	-0.2	-3.2	-1.2
E coli growth	-0.1	0.1	·	-2.8	0.7	0.0	-3.1	-3.5

9: CC(C)N1C(=O)/C(=C/c2nc3ccccc3c(=O)n2-c2ccccc2)c2ccccc21
10: CCOC(=O)N1CCN(C(=O)C2CCN(S(=O)(=O)c3ccc(Cl)cc3)CC2)CC1
11: C=CCOc1ccc(CNC(C)(C)CO)cc1OCC
12: COc1ccccc1CNC(=O)CCCNC(=O)Cn1cnc2sc(C)c(C)c2c1=O
13: Cc1ccc(S(=O)(=O)N2CCN(C(=O)COC(=O)Cc3ccc(Cl)cc3)CC2)c(C)c1
14: C=CCc1cccc(C=Nc2ccc(Br)cc2)c1O
15: COc1ccc(/C=N/NC(=O)c2ccc(CSc3nc(C)cc(C)n3)cc2)cc1O
16: CCCNC(=O)CCc1c(C)nc2c(c(C)nn2-c2ccccc2)c1C
Assay by compound	9	10	11	12	13	14	15	16
SUMO Mot1 rescue	0	10	·	190	4	391	3	77
HTR5A inv ag	-19	-42	-17	-7	6	-6	23	0
PKA-R2B act	11	-9	6	6	-10	-2	-9	-1
AddAB inh	-0.7	1.8	-0.5	4.1	1.5	-1.1	-0.6	-1.6
Tat transport	5	-4	7	6	7	-11	-3	-3
PKA-R1A act	2	2	-5	-2	-1	-10	6	6
PfHsp90 yeast 2	-25	·	3	18	-5	-16	1	-4
MOR-DOR inv ag	-23	13	13	13	0	22	4	7
phage Ecoli inh	-0.2	1.4	-0.2	1.8	-3.3	5.0	2.5	-0.9
OPRM1-OPRD1 ag	3.8	-2.6	-2.7	-2.1	-0.1	-4.4	-0.8	-1.5
E coli growth	0.8	2.5	1.1	0.2	0.2	-0.3	0.1	-3.7

# In a second layout: entries from further up
# Value order: SUMO Mot1 rescue | HTR5A inv ag | PKA-R2B act | AddAB inh | Tat transport | PKA-R1A act | PfHsp90 yeast 2 | MOR-DOR inv ag | phage Ecoli inh | OPRM1-OPRD1 ag | E coli growth
9: CC(C)N1C(=O)/C(=C/c2nc3ccccc3c(=O)n2-c2ccccc2)c2ccccc21
    0 | -19 | 11 | -0.7 | 5 | 2 | -25 | -23 | -0.2 | 3.8 | 0.8
12: COc1ccccc1CNC(=O)CCCNC(=O)Cn1cnc2sc(C)c(C)c2c1=O
    190 | -7 | 6 | 4.1 | 6 | -2 | 18 | 13 | 1.8 | -2.1 | 0.2
14: C=CCc1cccc(C=Nc2ccc(Br)cc2)c1O
    391 | -6 | -2 | -1.1 | -11 | -10 | -16 | 22 | 5.0 | -4.4 | -0.3
10: CCOC(=O)N1CCN(C(=O)C2CCN(S(=O)(=O)c3ccc(Cl)cc3)CC2)CC1
    10 | -42 | -9 | 1.8 | -4 | 2 | · | 13 | 1.4 | -2.6 | 2.5
15: COc1ccc(/C=N/NC(=O)c2ccc(CSc3nc(C)cc(C)n3)cc2)cc1O
    3 | 23 | -9 | -0.6 | -3 | 6 | 1 | 4 | 2.5 | -0.8 | 0.1
16: CCCNC(=O)CCc1c(C)nc2c(c(C)nn2-c2ccccc2)c1C
    77 | 0 | -1 | -1.6 | -3 | 6 | -4 | 7 | -0.9 | -1.5 | -3.7

# More entries.
17: Cc1ccc(-c2nn(-c3ccccc3)cc2C(=O)OCC(=O)Nc2ncc(Cl)cc2Cl)cc1
18: Cc1cc(C)n(-c2ccc(C(=O)N3CCN(c4ccccn4)CC3)cc2)n1
19: Cc1ccc(CNC(=O)Cn2nnc3ccccc3c2=O)cc1
20: CCOC(=O)C1CCCN(c2c(Nc3cc(C)cc(C)c3)c(=O)c2=O)C1 (stereo not given)
21: CC(NS(=O)(=O)c1ccccc1)C(=O)NC1CCCC1 (stereo not given)
22: COc1cccc(NC(=O)c2ccc(-c3ccc([N+](=O)[O-])cc3)o2)c1
23: Cc1ccccc1-c1ccc(=O)n(CC(=O)Nc2ccc(S(=O)(=O)N(C)C)cc2)n1
24: NC(=O)N\N=C/C=C/C=C/c1ccc(F)cc1
Assay by compound	17	18	19	20	21	22	23	24
SUMO Mot1 rescue	-2	9	·	-8	137	31	9	83
HTR5A inv ag	-5	16	-9	-9	-16	7	2	-1
PKA-R2B act	-12	2	-7	-7	-3	-4	-3	-5
AddAB inh	2.1	1.4	3.3	1.8	2.4	4.2	3.2	2.2
Tat transport	-15	-2	-5	0	0	-2	-2	5
PKA-R1A act	-1	-1	2	-6	-5	0	-4	-7
PfHsp90 yeast 2	20	2	-17	-23	-18	-13	-27	3
MOR-DOR inv ag	-12	17	6	12	4	-4	0	8
phage Ecoli inh	2.2	1.8	3.5	2.4	-0.1	2.8	3.7	1.5
OPRM1-OPRD1 ag	2.1	-4.4	-1.1	-2.3	-0.7	0.8	0.0	-1.5
E coli growth	-2.1	-1.4	-1.3	0.8	-0.1	0.5	0.0	1.5

25: COC(=O)C[C@H](NC(=O)Cn1cc(C)c(=O)[nH]c1=O)C(=O)OC
26: COc1c(F)c(F)c(C(=O)Nc2ccc(-c3nc4ccccc4[nH]3)cc2)c(F)c1F
27: COc1ccc(S(=O)(=O)NNC(=O)C23CC4CC(CC(C4)C2)C3)cc1
28: OCCN1CCN(C2Cc3cc(Cl)ccc3Sc3ccc(Cl)cc32)CC1 (stereo not given) (tested in a mixture with another compound)
29: CCCN1CNC(=S)N(c2cc(C)ccc2C)C1
30: O=C(CSc1nc(-c2ccccc2)c(-c2ccccc2)o1)NCCCO
31: COc1cccc(Oc2coc3cc(OC(=O)N4CCOCC4)ccc3c2=O)c1
32: Cc1cccc(N(C)S(=O)(=O)c2ccc3[nH]c(=O)c(=O)[nH]c3c2)c1
Assay by compound	25	26	27	28	29	30	31	32
SUMO Mot1 rescue	·	2	23	-50	-20	-2	-3	11
HTR5A inv ag	-2	5	26	-23	-4	-11	-1	-3
PKA-R2B act	2	-10	7	-10	0	17	-6	-3
AddAB inh	·	0.3	·	-0.3	2.9	1.3	1.1	3.1
Tat transport	-1	-17	4	8	-16	8	-25	-7
PKA-R1A act	3	2	-9	-4	-1	10	-1	2
PfHsp90 yeast 2	-10	-27	3	-21	5	-3	1	13
MOR-DOR inv ag	13	-3	11	-30	11	1	-1	0
phage Ecoli inh	1.5	2.5	-0.4	·	2.4	0.9	1.2	0.7
OPRM1-OPRD1 ag	-2.9	0.7	-3.3	6.1	-2.2	-0.3	0.1	0.1
E coli growth	·	-0.4	·	-2.1	2.5	1.2	-1.0	2.5

33: COc1cc(NS(=O)(=O)c2ccc(NC(=O)C34CC5CC(CC(C5)C3)C4)cc2)ncn1
34: COC(=O)c1sc(NC(=O)c2ccc([N+](=O)[O-])o2)c(C#N)c1C
35: CCOc1cccc(NC(=O)c2cccc(F)c2)c1
36: CCc1nnc(NS(=O)(=O)c2ccc(NCc3cc(Cl)cc(Cl)c3O)cc2)s1
37: Cc1cc2occ(CC(=O)N(CC(C)C)c3c(N)n(Cc4ccccc4)c(=O)[nH]c3=O)c2cc1C
38: COC(=O)c1cccc(Cn2nc(C)c([N+](=O)[O-])c2C)c1
39: CC(C)C(=O)NC(=S)Nc1ccc(S(=O)(=O)NC2CCCCC2)cc1
40: CCOc1ccccc1N1CCN(CC(=O)Nc2ccccc2C(=O)NC2CC2)CC1
41: C=CCOc1ccccc1CN1CCC(n2nccc2NC(=O)C2CC2)CC1
42: CC(C)CCSc1nc2c(c(=O)[nH]c(=O)n2C)n1CCc1ccccc1
Assay by compound	33	34	35	36	37	38	39	40	41	42
SUMO Mot1 rescue	·	-8	29	-12	2	-36	25	·	·	5
HTR5A inv ag	-8	12	9	5	-29	-15	11	7	-16	5
PKA-R2B act	-2	3	0	-6	-12	4	-6	-1	-1	1
AddAB inh	1.9	12	1.5	9.7	-2.2	0.1	2.5	0.4	·	1.9
Tat transport	7	-22	6	10	5	2	0	1	?	-3
PKA-R1A act	-3	-8	-4	7	-11	2	-10	-7	-11	4
PfHsp90 yeast 2	5	-7	25	2	-15	-10	28	13	-7	-20
MOR-DOR inv ag	11	-15	0	11	7	2	-2	14	11	-1
phage Ecoli inh	1.9	3.3	5.4	5.0	1.4	2.1	3.0	-0.5	-0.4	2.8
OPRM1-OPRD1 ag	-2.0	3.0	-0.1	-2.0	-1.3	-0.4	0.6	-3.7	-2.1	0.4
E coli growth	-0.6	8.1	1.2	3.9	-1.9	1.0	2.1	-1.0	·	0.0

# A draw from above in order of length of the SMILES, largest number first:
34: COC(=O)c1sc(NC(=O)c2ccc([N+](=O)[O-])o2)c(C#N)c1C
38: COC(=O)c1cccc(Cn2nc(C)c([N+](=O)[O-])c2C)c1
41: C=CCOc1ccccc1CN1CCC(n2nccc2NC(=O)C2CC2)CC1
Assay by compound	34	38	41
SUMO Mot1 rescue	-8	-36	·
HTR5A inv ag	12	-15	-16
PKA-R2B act	3	4	-1
AddAB inh	12	0.1	·
Tat transport	-22	2	?
PKA-R1A act	-8	2	-11
PfHsp90 yeast 2	-7	-10	-7
MOR-DOR inv ag	-15	2	11
phage Ecoli inh	3.3	2.1	-0.4
OPRM1-OPRD1 ag	3.0	-0.4	-2.1
E coli growth	8.1	1.0	·
